ROS inducer: raises reactive oxygen species in U2OS cancer cells; U2OS ROS induction, H2DCF-DA fluorescence; ROS induction (% of piperlongumine), % at 10 µM; 2% of 46,000 active; AID 624156; in the data active = ROS induction above about 79%, passing the limit was not always enough; inconclusive = no clear call, values can overlap the other calls;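 also: 0% = DMSO vehicle median and 100% = reference compound median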
Numbers without * were called inactive. Some of the compounds tested; count on the stated rates, not on these rows.

Screening C[C@@H]1C[C@H]2OC[C@@]3(C)CCC[C@](C)(C23)[C@@]1(O)CCc1ccoc1 (stereo partly specified) returned ROS inducer 3.9.
`C[C@H]1CN([C@@H](C)CO)C(=O)Cc2cc(NC(=O)Cn3cnnn3)ccc2O[C@@H]1CN(C)C(=O)Nc1ccc(C(F)(F)F)cc1` gave ROS inducer -10.7.
`C[C@@H]1CN([C@H](C)CO)C(=O)c2cc(NC(=O)Cc3ccccc3)ccc2O[C@H]1CN(C)S(=O)(=O)c1cccs1` gave ROS inducer -3.8.
C[C@@H]1CN([C@H](C)CO)C(=O)Cc2cc(NC(=O)CCN3CCOCC3)ccc2O[C@@H]1CN(C)Cc1ccc(Cl)c(Cl)c1 was read as ROS inducer 22.4.
For Cc1nn(Cc2cccc(C(=O)Nc3ccc(S(=O)(=O)N4CCCCC4)cc3)c2)c(C)c1Cl the results were ROS inducer 39.1.
Cc1ccc(S(=O)(=O)N(C)CC(=O)Nc2ccc(F)cc2)cc1 was read as ROS inducer -0.6.
C[C@@H]1CN([C@H](C)CO)C(=O)Cc2cc(NC(=O)Nc3ccc(F)cc3)ccc2O[C@@H]1CN(C)Cc1ccc(C(=O)Nc2ccccc2N)cc1 was read as ROS inducer 58.4.
For COc1ccc(S(=O)(=O)Nc2ccc3c(c2)C(=O)N([C@H](C)CO)C[C@@H](C)[C@@H](CN(C)C(=O)Nc2ccccc2)O3)cc1 the results were ROS inducer -10.2.
Screening CNC[C@H]1Oc2ccc(NS(=O)(=O)c3ccc(OC)cc3)cc2C(=O)N([C@H](C)CO)C[C@@H]1C returned ROS inducer -0.7.
For Cc1ccc(-c2nc3ncccc3o2)cc1NC(=O)COc1cc(C)c(Cl)c(C)c1 the results were ROS inducer -3.0.

A run of entries of the results above, as a working copy:
Cc1ccc(S(=O)(=O)N(C)CC(=O)Nc2ccc(F)cc2)cc1 was read as ROS inducer -0.6.
C[C@@H]1CN([C@H](C)CO)C(=O)Cc2cc(NC(=O)Nc3ccc(F)cc3)ccc2O[C@@H]1CN(C)Cc1ccc(C(=O)Nc2ccccc2N)cc1 was read as ROS inducer 58.4.

Additional compounds
C[C@H]1CN([C@@H](C)CO)C(=O)c2cc(NS(=O)(=O)c3cccs3)ccc2O[C@H]1CN(C)S(=O)(=O)c1ccccc1 was read as ROS inducer 13.8.
For COc1ccc(NC(=O)Nc2ccc3c(c2)C(=O)N([C@H](C)CO)C[C@H](C)[C@H](CN(C)C(=O)Nc2ccccc2)OCCCC[C@@H](C)O3)cc1 the results were ROS inducer 17.5.
For COC1CC(OC2C(C)OC(OC3C(C)OC(OC4C(C)OCC(OC5C(O)C(O[C@H]6CC[C@@]7(C)C(=CC[C@]8(O)C7CC(OC(=O)c7ccccc7)[C@@]7(C)[C@]8(O)CC[C@@]7(O)C(C)=O)C6)OC(CO)C5OC5OC(CO)C(O)C(O)C5O)C4OC)CC3OC)CC2OC)OC(C)C1O (stereo partly specified) the results were ROS inducer 27.8.
`C[C@@H]1CN([C@@H](C)CO)C(=O)Cc2cc(NC(=O)Nc3ccc(C(F)(F)F)cc3)ccc2O[C@@H]1CN(C)Cc1ccncc1` gave ROS inducer 9.8.
C[C@@H]1CN([C@@H](C)CO)C(=O)c2cccc(NC(=O)c3ccc(-c4nccs4)cc3)c2O[C@H]1CN(C)C(=O)Nc1ccccc1 was read as ROS inducer 7.3.
For O=C(Cn1c(=O)c2ccccc2n2nncc12)Nc1ccc(Br)cc1 the results were ROS inducer -9.4.
`O=C(CSc1nc(SCC(=O)c2ccccc2)c2ccccc2n1)c1ccccc1` gave ROS inducer 32.7.
For C[C@H]1CN([C@@H](C)CO)C(=O)Cc2cc(NS(C)(=O)=O)ccc2O[C@@H]1CN(C)C the results were ROS inducer 6.8.
For CCCCn1c(SCC(=O)NCc2ccccc2)nc2c(sc3ccccc32)c1=O the results were ROS inducer 2.6.
Screening NNC(=O)C1C2CCCCC21 (stereo unspecified) returned ROS inducer -15.7.
C[C@@H]1CN([C@@H](C)CO)C(=O)c2cccc(NC(=O)NC3CCCCC3)c2O[C@H]1CN(C)C(=O)Nc1ccccc1 was read as ROS inducer 1.6.
Screening C[C@H](CO)N1C[C@H](C)[C@H](CN(C)S(=O)(=O)c2ccc(Cl)cc2)Oc2ccc(NS(C)(=O)=O)cc2CC1=O returned ROS inducer -2.4.
For Cc1nc(S(=O)(=O)NCCNc2ccc(-c3ccc(F)cc3)nn2)cn1C the results were ROS inducer 0.8.
`O=C(c1ccco1)c1cn(CCOc2ccccc2Cl)c2ccccc12` gave ROS inducer 18.1.
OCCn1c(SC2CCCCC2)nc2ccccc21 was read as ROS inducer -0.4.
Cc1noc(C)c1NC(=O)N(C)C[C@H]1Oc2ccc(NC(=O)Nc3ccc4c(c3)OCO4)cc2CC(=O)N([C@@H](C)CO)C[C@H]1C was read as ROS inducer -5.2.
`COc1ccc(NC(=O)N(C)C[C@H]2Oc3c(NC(=O)NC4CCCCC4)cccc3C(=O)N([C@@H](C)CO)C[C@@H]2C)cc1` gave ROS inducer -7.8.
`C=C1C(=O)O[C@@H]2/C=C(/COC(C)=O)CC/C=C(/CO)CC[C@@H]12` gave ROS inducer 42.2.
O=C(NCc1cccnc1)c1cnn2c1NC(c1ccccc1)CC2C(F)(F)F (stereo unspecified) was read as ROS inducer -8.1.
Screening C[C@H](CO)N1C[C@H](C)[C@H](CN(C)Cc2ccc(Oc3ccccc3)cc2)Oc2ccc(NS(C)(=O)=O)cc2C1=O returned ROS inducer 37.1.
Screening Cc1ccc(NC(=O)CSc2nnc(-c3cccnc3)s2)cc1 returned ROS inducer 1.0.
`C[C@H]1CN([C@@H](C)CO)C(=O)c2cc(NC(=O)Nc3ccc(F)cc3)ccc2O[C@H]1CN(C)S(C)(=O)=O` gave ROS inducer 1.8.
`CCSC1=N/C(=C\c2ccc(Br)s2)C(=O)S1` gave ROS inducer -0.8.
Screening Cc1ccc(S(=O)(=O)Nc2cccc3c2O[C@@H](CN(C)S(=O)(=O)c2cn(C)cn2)[C@H](C)CN([C@H](C)CO)C3=O)cc1 returned ROS inducer -1.2.
Screening CC(C)NC(=O)Nc1cccc2c1O[C@H](CN(C)S(=O)(=O)c1cccs1)[C@@H](C)CN([C@H](C)CO)C2=O returned ROS inducer -6.0.
CNC(=S)NCc1ccc(-c2csnn2)cc1 was read as ROS inducer -4.3.
`C[C@H]1CN([C@@H](C)CO)C(=O)Cc2cc(NC(=O)CCC(F)(F)F)ccc2O[C@@H]1CN(C)S(C)(=O)=O` gave ROS inducer 0.0.
For Cc1ccc(OC(=O)COc2ccc3ccccc3c2)cc1 the results were ROS inducer -6.5.
`COc1ccc(S(=O)(=O)N(CC(=O)Nc2ccc3c(c2)OCCO3)C2CCCCC2)cc1Cl` gave ROS inducer 0.3.
Screening CNC[C@H]1Oc2ccc(NC(=O)CCCN(C)C)cc2C(=O)N([C@H](C)CO)C[C@H]1C returned ROS inducer 6.0.
Screening Cc1cccc(CCN2CCC(C(=O)c3ccc(NS(C)(=O)=O)cc3)CC2)n1 returned ROS inducer -5.3.
Screening C[C@@H]1CN([C@H](C)CO)C(=O)c2cc(NS(=O)(=O)c3cn(C)cn3)ccc2O[C@H]1CN(C)C(=O)Nc1ccc(C(F)(F)F)cc1 returned ROS inducer 37.3.
For Cc1ccccc1CSCC(=O)NCc1ccccc1 the results were ROS inducer -8.1.
Screening O=C(CSc1nnc(-c2ccccc2Br)o1)c1ccc2c(c1)OCCO2 returned ROS inducer 3.5.
Screening S=C1NC2=C(CCc3ccccc32)C(c2ccccc2)N1 (stereo unspecified) returned ROS inducer -6.4.
`C=C(C)C(=O)O[C@H]1C[C@@]2(C)OC(=CC2=O)/C(COC(C)=O)=C\[C@H]2OC(=O)C(=C)C12` (stereo partly specified) gave ROS inducer 47.0.
Screening C[C@@H]1CN([C@H](C)CO)C(=O)Cc2cc(NC(=O)C3CCCCC3)ccc2O[C@H]1CN(C)S(=O)(=O)c1ccccc1 returned ROS inducer 0.0.
`C[C@H](CO)N1C[C@H](C)[C@H](CN(C)S(=O)(=O)c2ccc(Cl)cc2)OCc2cn(nn2)CCCC1=O` gave ROS inducer 8.6.
Screening C[C@@H]1CN([C@H](C)CO)C(=O)c2cc(NC(=O)CCCN(C)C)ccc2O[C@@H]1CN(C)CC1CCCCC1 returned ROS inducer 3.1.
Cc1noc(C)c1NC(=O)Nc1cccc2c1O[C@H](CN(C)Cc1ccc(-c3ccccc3)cc1)[C@H](C)CN([C@@H](C)CO)C2=O was read as ROS inducer -3.9.
O=C(CSc1nnc(-c2cccc([N+](=O)[O-])c2)o1)c1ccc2c(c1)OCCO2 was read as ROS inducer -1.7.
`C[C@H]1CN([C@@H](C)CO)C(=O)c2cccc(NC(=O)c3ccncc3)c2O[C@H]1CN(C)S(=O)(=O)c1ccc(Cl)cc1` gave ROS inducer 6.3.
For COc1ccc(NC(=O)Nc2ccc3c(c2)C(=O)N([C@@H](C)CO)C[C@H](C)[C@@H](CN(C)C(=O)NC2CCCCC2)O3)cc1 the results were ROS inducer -13.9.
`COc1ccc(NC(=O)N(C)C[C@H]2Oc3ccc(NC(=O)Cn4cnnn4)cc3C(=O)N([C@@H](C)CO)C[C@H]2C)cc1` gave ROS inducer -18.4.
O=C(c1ccccc1)N1CC(=O)N(OCc2ccccc2)C1c1cccs1 (stereo unspecified) was read as ROS inducer -4.4.
C[C@@H]1CN([C@H](C)CO)C(=O)Cc2cc(NC(=O)Nc3ccccc3)ccc2O[C@H]1CN(C)C(=O)Nc1ccc(C(F)(F)F)cc1 was read as ROS inducer 1.1.
For Cn1c(Cc2nc(-c3cnccn3)no2)nnc1SCc1ccc(Cl)cc1 the results were ROS inducer -8.2.
Screening COc1ccc(S(=O)(=O)N(C)CC(=O)Nc2cc(Cl)cc(Cl)c2)cc1 returned ROS inducer 17.9.
Cc1nnc(Sc2nc(Nc3ccccc3)nc(Nc3ccccc3)n2)s1 was read as ROS inducer 31.3.
For C[C@H]1CN([C@@H](C)CO)C(=O)CCCn2cc(nn2)CO[C@@H]1CN(C)C(=O)Nc1cccc2ccccc12 the results were ROS inducer 5.6.
CC(C)CCNC(=O)C1CCN(C(=O)c2cc3sccc3n2Cc2ccc(F)cc2)CC1 was read as ROS inducer 3.0.
CCc1nn(-c2ccccc2)c2nc(-c3ccccc3O)c3cc(OC)c(OC)cc3c12 was read as ROS inducer 3.5.
For Cc1ccc(NC2(c3nnnn3CCOC(=O)Nc3ccc(Cl)cc3)CCCCC2)cc1 the results were ROS inducer 56.5.
`O=C1c2ccccc2C(=O)N1[C@@H]1CCCN(Cc2cccc(OCCO)c2)C1` gave ROS inducer -0.5.
Screening CC(C)(C)OC(=O)N1CCC[C@H]1/C=N/NC(=O)CCCCCCC(=O)O returned ROS inducer 34.3.
For C[C@H]1CN([C@@H](C)CO)C(=O)c2cccc(NS(=O)(=O)c3cccs3)c2O[C@@H]1CN(C)Cc1ccc(Oc2ccccc2)cc1 the results were ROS inducer inconclusive.
Screening O=C(O)/C=C/c1ccc(O)c(O)c1 returned ROS inducer -8.8.
Screening C[C@@H]1CN([C@@H](C)CO)C(=O)c2cccc(NS(=O)(=O)c3ccc(F)cc3)c2O[C@@H]1CN(C)S(=O)(=O)c1ccc(Cl)cc1 returned ROS inducer -5.3.
Screening COc1ccc(NC(=S)NCCN(C2CCCCC2)C2CCCC2)cc1 returned ROS inducer -1.7.
C[C@@H]1CN([C@H](C)CO)C(=O)c2cc(NS(=O)(=O)c3ccccc3)ccc2O[C@@H]1CN(C)S(=O)(=O)c1cn(C)cn1 was read as ROS inducer -12.7.

The closing seven compounds of the part above open the next one.
`O=C1c2ccccc2C(=O)N1[C@@H]1CCCN(Cc2cccc(OCCO)c2)C1` gave ROS inducer -0.5.
Screening CC(C)(C)OC(=O)N1CCC[C@H]1/C=N/NC(=O)CCCCCCC(=O)O returned ROS inducer 34.3.
For C[C@H]1CN([C@@H](C)CO)C(=O)c2cccc(NS(=O)(=O)c3cccs3)c2O[C@@H]1CN(C)Cc1ccc(Oc2ccccc2)cc1 the results were ROS inducer inconclusive.
Screening O=C(O)/C=C/c1ccc(O)c(O)c1 returned ROS inducer -8.8.
Screening C[C@@H]1CN([C@@H](C)CO)C(=O)c2cccc(NS(=O)(=O)c3ccc(F)cc3)c2O[C@@H]1CN(C)S(=O)(=O)c1ccc(Cl)cc1 returned ROS inducer -5.3.
Screening COc1ccc(NC(=S)NCCN(C2CCCCC2)C2CCCC2)cc1 returned ROS inducer -1.7.
C[C@@H]1CN([C@H](C)CO)C(=O)c2cc(NS(=O)(=O)c3ccccc3)ccc2O[C@@H]1CN(C)S(=O)(=O)c1cn(C)cn1 was read as ROS inducer -12.7.
O=c1cc(CSc2ccc(Cl)cc2)nc(N2CCN(Cc3ccc4c(c3)OCO4)CC2)[nH]1 was read as ROS inducer inconclusive.
Screening COc1ccccc1Nc1nc(N)nc(CN2CCC(C)CC2)n1 returned ROS inducer -4.8.
Screening CNC[C@@H]1Oc2c(NC(=O)Nc3ccc(OC)cc3)cccc2C(=O)N([C@@H](C)CO)C[C@H]1C returned ROS inducer -4.2.
C[C@@H]1CN([C@H](C)CO)C(=O)c2cc(NC(=O)Cn3cnnn3)ccc2O[C@@H]1CN(C)Cc1ccncc1 was read as ROS inducer -12.4.
Cc1ccc(/C(C#N)=C/c2ccc(N(C)C)cc2)cc1 was read as ROS inducer 15.7.
Screening C[C@H](CO)N1C[C@H](C)[C@@H](CN(C)C(=O)NC2CCCCC2)Oc2c(cccc2N(C)C)C1=O returned ROS inducer -9.9.
C[C@H]1CN([C@@H](C)CO)C(=O)c2cc(NC(=O)Nc3cccc4ccccc34)ccc2O[C@@H]1CN(C)S(=O)(=O)c1cn(C)cn1 was read as ROS inducer 13.2.
For Cc1nnc(SCc2cc(=O)[nH]c(Nc3nc(C)c4ccccc4n3)n2)s1 the results were ROS inducer -0.6.
`[N-]=[N+]=NCc1ccccc1C[C@@]1(C(=O)N2CCCCC2)N=C(c2ccc(OCCCO)cc2)O[C@@H]1c1ccccc1` gave ROS inducer 53.1.
For CC(=O)NC1CCCCc2sccc21 (stereo unspecified) the results were ROS inducer -2.9.
For C/C(=C(/CCO)SSCC1CCCO1)N(C=O)Cc1cnc(C)nc1N (stereo unspecified) the results were ROS inducer 3.7.
`C[C@H](CO)N1C[C@H](C)[C@H](CN(C)S(C)(=O)=O)Oc2ccc(NC(=O)Nc3ccc(F)cc3)cc2CC1=O` gave ROS inducer 8.4.
`O=C(NCCN1CCOCC1)[C@@]1(Cc2ccccc2)N=C(c2ccc(OCCCO)cc2)O[C@H]1c1ccccc1` gave ROS inducer -2.5.

Source: PubChem
